XiGFP reactiv – reactivates the inactive X chromosome in mouse fibroblasts; AID 743238; activation, % at 7.58 µM; 0.055% of 360,000 active; XiGFP mouse fibroblasts, % GFP-positive cells imaging, 3 d; cells co-treated with 5-aza-dC sensitizer; scaled so ellipticine positive control = 100%;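 active = mean normalized replicate activation at least 10% and every replicate at or above 10%; inconclusive = only one of the two criteria met; inactive = mean below 10% and not all replicates reach 10%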;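 also: 0% = median of on-plate neutral control wells and 100% = ellipticine 6 µM median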
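Material: XiGFP fibroblasts, SV40-immortalized; Buffer or medium: DMEM containing 5-aza-dC; Compound dosing: single point; Times: 3 days compound exposure.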
S100A4 MyoIIA – S100A4-myosin IIA interaction inhibition. S100A4/TAMRA-MyoIIA peptide fluorescence polarization. inhibition, % at 10.7 µM. 0.14% of 360,000 active. AID 652163;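 active = mean inhibition of at least 70% across replicates, with every replicate also reaching that level; inconclusive = mean inhibition reaches 70% but some replicates fall short; inactive = mean inhibition below 70%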
Target sequence (P26447 whole entry, looked up): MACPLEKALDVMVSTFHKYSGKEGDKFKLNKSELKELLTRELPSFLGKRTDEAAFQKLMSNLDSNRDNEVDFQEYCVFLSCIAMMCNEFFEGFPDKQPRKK
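assay system = human S100A4 monomer with TAMRA-labelled myosin IIA peptide | also added = labelled myosin peptide probe, 5 nM | incubation = 5 min between mix addition and reading | control set = DMSO and TFP controls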
RAD52 inh – blocks human RAD52 DNA annealing. P43351. recombinant RAD52 DNA annealing, FRET fluorescence. 0.46% of 360,000 active. inhibition, % at 18.7 µM;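 active = every replicate showing at least 50% inhibition; inconclusive = mean inhibition at least 50% but not in every replicate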
Target sequence (P43351 whole entry, looked up): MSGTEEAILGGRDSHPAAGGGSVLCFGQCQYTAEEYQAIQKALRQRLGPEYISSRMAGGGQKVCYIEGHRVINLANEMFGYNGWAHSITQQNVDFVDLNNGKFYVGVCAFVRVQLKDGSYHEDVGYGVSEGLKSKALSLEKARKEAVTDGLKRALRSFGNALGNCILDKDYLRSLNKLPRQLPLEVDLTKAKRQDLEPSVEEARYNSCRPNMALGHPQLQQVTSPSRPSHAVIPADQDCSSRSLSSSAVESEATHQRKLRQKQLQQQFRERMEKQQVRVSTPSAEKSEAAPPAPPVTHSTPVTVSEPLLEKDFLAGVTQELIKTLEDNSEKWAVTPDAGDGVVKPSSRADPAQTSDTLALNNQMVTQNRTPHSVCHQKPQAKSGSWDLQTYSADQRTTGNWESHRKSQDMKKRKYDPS
esBAF inh – blocks esBAF chromatin remodeling in mouse ES cells; Bmi1-luciferase knock-in reporter, 24 h; 100% = twice the neutral-well signal; reporter increase, % at 12.5 µM; 2% of 350,000 active; AID 602393; in the data active = activation above about 40%; inconclusive = no clear call, values can overlap the other calls;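 also: 0% = median of the plate's neutral control wells and 100% = double that signal; a rise in the Bmi1 reporter signal indicates esBAF inhibition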
E-selectin induc – E-selectin induction on HUVECs | P16581 | 0.37% of 260,000 active | HUVEC E-selectin immunofluorescence imaging; normalized: neutral wells 0, TNF-alpha wells 100 | activation, % at 7.58 µM;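 active = mean E-selectin-positive cell signal at least 10% of the positive control, reached in at least 60% of replicates, without over 20% cell loss; inconclusive = no rule given, readout overlaps actives, possibly toxicity-flagged; inactive = the rest, including those meeting only one limit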;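 also: in these data hits start at about 27%; measured in HUVEC primary endothelial cells; signal is the percent of cells scored E-selectin positive by PE staining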
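Read-out: % PE-positive cells | Test system: HUVEC | Doses: One compound dose added by pin transfer | Buffer or medium: EGM-2 over gelatin coat | Signal: Immunofluorescence imaging | Benchmarks: TNF-alpha, DMSO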
RAD54 branch – blocks human RAD54 Holliday junction branch migration | Q92698 | inhibition, % at 10.4 µM | 0.14% of 360,000 active | AID 602329 | FAM/BHQ fluorescence;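 active = mean normalized replicate activity at least 40 and at least half of replicates scoring 40 or more; inconclusive = only one of the two criteria met; inactive = mean below 40 and under half of replicates reaching 40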;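 also: 0% = median of neutral control wells and 100% = median of positive control wells; inhibitors cause a drop in the FAM fluorescence signal; in these data hits start at about 50%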
ERAP1 inh – inhibitors of human ERAP1 aminopeptidase. Q9NZ08. recombinant ERAP1, Leu-AMC fluorescence, 60 min. inhibition, % at 10.7 µM. 0.15% of 340,000 active;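 active = mean replicate inhibition of at least 30%, or all replicates individually reaching that 30% level; inactive = mean below 30% and not every replicate reaching it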;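 also: 0% = neutral control wells and 100% = L-leucinethiol positive control wells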
ERp5 inh – ERp5 (human) disulfide isomerase inhibition; ERp5 insulin aggregation, absorbance 650 nm, 90 min; inhibition, % at 9.99 µM; 0.05% of 350,000 active;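 active = mean replicate inhibition above about 25%, with every replicate also reaching it, limit read from the data, passing the limit was not always enough; inconclusive = only one of those two criteria met; inactive = neither criterion met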
Target sequence (Q15084 whole entry, looked up): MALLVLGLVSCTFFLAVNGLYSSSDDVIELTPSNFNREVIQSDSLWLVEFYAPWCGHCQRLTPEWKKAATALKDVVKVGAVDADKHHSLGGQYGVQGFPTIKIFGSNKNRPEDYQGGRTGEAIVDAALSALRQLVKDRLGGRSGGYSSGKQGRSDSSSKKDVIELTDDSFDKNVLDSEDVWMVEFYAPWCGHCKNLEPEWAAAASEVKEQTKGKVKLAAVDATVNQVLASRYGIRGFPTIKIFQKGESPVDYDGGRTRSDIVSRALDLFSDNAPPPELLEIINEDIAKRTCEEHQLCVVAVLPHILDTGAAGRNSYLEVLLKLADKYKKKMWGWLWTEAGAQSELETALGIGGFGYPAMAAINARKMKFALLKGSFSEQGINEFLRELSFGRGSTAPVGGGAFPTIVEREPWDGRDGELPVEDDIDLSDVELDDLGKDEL
* marks the source's active call; other numbers are inactive results; ? = inconclusive; . = not tested or not shown; & = joins results of further samples.

molecule,XiGFP reactiv,S100A4 MyoIIA,RAD52 inh,esBAF inh,E-selectin induc,RAD54 branch,ERAP1 inh,ERp5 inh
COc1cc2c(cc1OC)C(COc1ccc([N+](=O)[O-])cc1)NCC2 (configuration not stated),0.2,-5,-1,-14,0.1,-15,0,.
COc1ccc(CCNC(=O)c2nn(C)cc2Cl)cc1,.,2,-3,19,.,-2,11,-6
Cc1ccc(NC(=O)COCC(=O)Nc2ccc(C)cc2)cc1,0.2,4,2,-7,-0.2,2,5,2
CCCNC(=O)N(C)C[C@@H]1Oc2cc(-c3cncnc3)ccc2S(=O)(=O)N([C@H](C)CO)C[C@H]1C,0.3,2,8,-4,0.5,7,2,1
COc1ccc(CC(=O)NCCS(=O)(=O)N2CCN(c3ccccc3OC)CC2)cc1,0.1,-37,-4,-1,-0.3,3,2,-14
COc1ccc(C=Cc2ccc3ccccc3n2)c(OC)c1,0.0,-7,-143,.,0.0,.,0,-3
C[C@@H]1CN([C@@H](C)CO)S(=O)(=O)c2ccc(Br)cc2O[C@H]1CN(C)Cc1ccncc1,0.1,0&1,-9&9,4&-5,-0.1,6&-9,2&-2,1&3
CNC(=O)C[C@H]1CC[C@@H]2[C@@H](COc3ccc(NC(=O)Nc4ccc(F)c(F)c4)cc3C(=O)N2C)O1,0.2,10,10,0,0.0,-9,0,-4
C[C@H](CO)N1C[C@H](C)[C@@H](CN(C)C(=O)C2CCOCC2)Oc2ncc(-c3ccncc3)cc2C1=O,3.0,-8,3,-9,-0.6,3,-1,8
O=C1NCCN(CC2CCN(CC3CCCC3)CC2)C1=O,0.0,-1,-21,1,-0.1,-8,.,4
CC(C)CC#Cc1ccc2c(c1)O[C@H](CN(C)C(=O)CN(C)C)[C@@H](C)CN([C@H](C)CO)S2(=O)=O,0.3,-8,14,2,0.4,-2,-2,0
CCC(=O)N1[C@@H]2c3ccc(/C=C/c4ccccc4)c(=O)n3C[C@@H]2[C@@H](CO)[C@@H]1C(=O)Nc1nccs1,0.0,8,-7,0,0.3,3,1,2

3 structures already listed, arranged by formula weight, largest number first:
molecule,XiGFP reactiv,S100A4 MyoIIA,RAD52 inh,esBAF inh,E-selectin induc,RAD54 branch,ERAP1 inh,ERp5 inh
CNC(=O)C[C@H]1CC[C@@H]2[C@@H](COc3ccc(NC(=O)Nc4ccc(F)c(F)c4)cc3C(=O)N2C)O1,0.2,10,10,0,0.0,-9,0,-4
COc1ccc(CC(=O)NCCS(=O)(=O)N2CCN(c3ccccc3OC)CC2)cc1,0.1,-37,-4,-1,-0.3,3,2,-14
COc1ccc(C=Cc2ccc3ccccc3n2)c(OC)c1,0.0,-7,-143,.,0.0,.,0,-3

(continued)
molecule,XiGFP reactiv,S100A4 MyoIIA,RAD52 inh,esBAF inh,E-selectin induc,RAD54 branch,ERAP1 inh,ERp5 inh
CC(C)CC#Cc1ccc2c(c1)O[C@H](CN(C)Cc1ccccn1)[C@H](C)CN([C@@H](C)CO)S2(=O)=O,-0.4,-5,0,0,0.1,-1,-4,-2
COc1ccc(N2CCN(C(=O)[C@@H](NC(=O)c3ccccc3Cl)C(C)C)CC2)cc1,0.0,-2,-6,11,-0.1,6,-3,1
O=C(OC1C2C=CC1C1C(=O)NC21)c1ccccc1 (configuration not stated),0.0,-6,-8,3,-0.1,7,-4,6
CC(C)(C)C(=O)NNC(=O)c1cc2sccc2s1,-0.1,-6,-58,.,.,.,.,-1
COc1ccc(CNC(=O)CC2C[C@H](C(=O)N(C(C)C)C(C)C)[C@@]3(C)c4[nH]c5ccccc5c4CCN3C2=O)cc1OC (some centres not stated),0.2,-2,2,-4,0.5,-21,0,2
C[C@@H]1CN([C@@H](C)CO)C(=O)c2cc(-c3ccc(F)cc3)cnc2O[C@@H]1CN(C)C(=O)C1CCC1,0.2,2,-1,2,-4.2,2,-1,5
O=C(NCCCN1CCCC1)c1ccc(CSCc2cccc(Cl)c2)o1,.,-4,-6,2,.,0,-5,4
C[C@@H](NC(=O)[C@@H]1[C@@H](CO)[C@@H]2Cn3c(cccc3=O)[C@@H]2N1CCC(F)(F)F)c1ccccc1,0.3,1,10,-1,0.2,9,-5,-8
Cc1ccc(S(=O)(=O)N(C)C[C@H]2OCCCC[C@H](C)Oc3ccc(NS(=O)(=O)c4ccc(F)cc4)cc3C(=O)N([C@H](C)CO)C[C@H]2C)cc1,0.0,15,-13,1,0.2,6,0,0
O=S(=O)(Nc1nccs1)c1cnc(Cl)c(Br)c1,0.1,-4,-7,-3,1.2,0,-1,-8
O=C(NNC(=O)c1ccc(NC(=O)c2ccccc2)cc1)c1ccccc1,0.1,-2,-15,.,.,.,8,-3
COc1cc(/C=N/NC(=O)C23CC4CC(CC(C4)C2)C3)cc(Br)c1O,0.1,1,-7,.,.,-7,0,3
Cc1cc(OCC(=O)Nc2nnc(C3CC3)s2)ccc1[N+](=O)[O-],0.1,-1,-19,-2,0.3,3,-2,?
CN1N=C(C(=O)N2CCN(c3ccc([N+](=O)[O-])cc3)CC2)CCC1=O,0.0,-12,1,-10,-0.1,.,12,7
Cc1ccc(S(=O)(=O)Cc2c(C)noc2C)cc1,.,6,-5,-12,.,-1,2,-6
CC(C)C#Cc1ccc([C@H]2[C@H](C#N)N(C(=O)c3ccccn3)[C@H]2CO)cc1,0.4,6,-27,-5,-0.2,-12,0,-2
COc1ccccc1CN1CCc2c([nH]c3ccccc23)C1,0.1,-9,4,-3,.,-4,-2,1
COc1cccc(Nc2nnc(SCC(=O)Nc3sccc3C(N)=O)s2)c1,0.0,3,-4,20,-1.2,.,-1,2
Cc1cc(Br)cc(C)c1NC(=O)c1ccc(C#N)cc1F,0.5,-26,-7,.,0.0,.,0,2
NC(=O)c1ccsc1NC(=O)c1ccc(S(=O)(=O)N2CCCC2)cc1,0.0,-4,-13,38,-1.3,-8,9,-4
CC(C)c1ccc(S(=O)(=O)c2n[nH]n3c2nc(=O)c2ccccc23)cc1,.,-2,-4,-1,.,-3,-3,5
COc1ccc(CCNC(=O)c2sc3ccccc3c2Cl)cc1OC,0.0,0,-1,.,-0.7,-2,0,2
CCc1nc2ccccc2n1Cc1ccccc1F,0.0,-1,6,.,.,.,3,-2
COc1ccc(C#Cc2cccc(-c3nc(C(=O)N4CCN(C)CC4)cc4c3[C@@H](CCO)N(S(=O)C(C)(C)C)C4)c2)cc1OC (some centres not stated),0.0,7,-14,.,0.2,.,-15,-1
C[C@H](CO)N1C[C@H](C)[C@H](CN(C)C(=O)c2ccccc2F)Oc2ncc(Br)cc2C1=O,0.1&0.9,-4&30&-4,-5&-2&0,-5&5&1,-0.1&-0.6,-2&10&3,0&-1&-2,4&-2&-1
CCCOc1ccc(/C=N/NC(=O)c2nnn(-c3nonc3N)c2-c2cccs2)cc1OC,0.2,3,7,7,.,-16,-3,5
COc1ccc(CN(C)C(=O)c2ccc(NS(=O)(=O)c3ccc(F)cc3)cc2)c(OC)c1OC,0.3,-4,-19,7,-0.8,5,2,6
O=C(NCC1(N2CCCCC2)CCCCC1)c1ccc(NS(=O)(=O)c2ccc(F)cc2)cc1,0.1,-3,-2,.,-0.2,.,-2,-3
COc1cccc(-c2c[nH]c(=O)[nH]c2=O)c1,0.0,8,-8,-3,.,3,-1,1
C[C@@H]1CCCCO[C@@H](CN(C)C(=O)Nc2ccc(C(F)(F)F)cc2)[C@H](C)CN([C@H](C)CO)C(=O)c2cc(NC(=O)Nc3cccc4ccccc34)ccc2O1,0.2,2,-17,15,0.1,1,1,1
Cc1cccc(C)c1NC(=O)CCCSc1nnc(-c2ccc(Cl)cc2)n1-c1ccccc1,-0.1,-2,-9,.,.,.,10,-15
Cc1ccc(C(CNC(=O)Nc2ccccc2)N2CCN(C)CC2)cc1 (configuration not stated),0.4,-3,-10,2,-2.1,2,2,-23
CC(=O)Nc1ccc(NC(=O)CN(c2ccc([N+](=O)[O-])cc2)S(=O)(=O)c2ccccc2)cc1,0.1,3,-13,-3,.,5,2,6
O=C(CSc1nc2ccccc2o1)N1c2ccccc2Sc2ccccc21,-0.1,-2,-1,.,.,-2,-1,3
CCC(NS(=O)(=O)c1cn(C)nc1C)c1ccccc1 (configuration not stated),0.1,0,-3,-1,.,1,-1,3
CCCNC(=O)N[C@@H]1CC[C@H](CCn2cc(C3CCCC3)nn2)O[C@H]1CO,0.2,1,-19,-1,-0.1,-3,1,13
COc1ccc(CNc2ncc(-c3ccccc3)n2C)c(OC)c1OC,-0.1,-6,1,2,0.0,3,.,2
COc1ccc(CC(=O)N(C)CC(=O)Nc2c(C)cccc2C)cc1S(=O)(=O)N1CCOCC1,0.2,0,-10,0,0.0,-1,1,4
O=C(CCNC(=O)C1CCN(S(=O)(=O)c2ccc(F)cc2)CC1)NCc1ccccc1Cl,0.0,-1,-13,-2,1.5,0,5,2
O=C(c1cc2ccccc2oc1=O)N1CCN(c2ccc(N3CCOCC3)nn2)CC1,-0.1,2,-11,5,0.1,-4,-4,?
Cc1csc(NC(=O)CSc2nnc(Cc3cccn3C)n2CCc2ccccc2)n1,0.2,-3,-14,25,11,-18,3,-1
C[C@H]1CN([C@@H](C)CO)C(=O)c2cccc(NC(=O)c3cnccn3)c2O[C@H]1CN(C)Cc1ccncc1,-0.1,6,-2,-1,-11,2,1,9
CC(=O)CC(C)(C)Nc1nc2cc([N+](=O)[O-])ccc2o1,0.0,-2,-15,1,10,-2,0,3
COC(=O)c1c(C)[nH]c(C(=O)CN(C)CC(=O)Nc2cccc(F)c2)c1C,0.0,-16,-19,0,-0.2,-7,2,-1
C[C@@H]1CN([C@H](C)CO)C(=O)c2c(c3ccccc3n2C)-c2ccccc2CO[C@@H]1CN(C)CC1CC1,-0.1,1,8,2,0.0,6,-6,0
CCOc1ccc(C(=O)NN2C(=S)NC(C)(C)C=C2C)cc1,0.0,0,5,.,0.2,.,1,-2
O=C(N[C@H]1CC[C@H](CCNC(=O)C2CC2)O[C@@H]1CO)c1ccccn1,-0.2&0.0,-3&0,6&-1,-4,-0.3&-0.3,-2,0&2,1&-5
CC(C)NC(=O)N1CC[C@@H]2[C@H]1c1cc(-c3ccc(F)cc3)ccc1N(C)[C@@H]2CO,0.3,-14,-11,-3,0.1,6,2,-1
CNC[C@@H]1Oc2ccc(NC(=O)C3CCCCC3)cc2C(=O)N([C@H](C)CO)C[C@H]1C,0.9,-6,-5,1,0.2,7,7,-5
Cc1ccc(-n2nc3c(=O)n(CCCC(=O)NCc4ccc(C)o4)nc(C)c3c2C)cc1,0.0,-2,-6,3,16,-12,6,6
Cc1nn(CC(=O)NCCc2ccccc2)c(=O)c2cccn12,0.1,5,-4,0,-0.1,9,-1,-2
CC(=O)C(C(c1ccccc1)N1CCOCC1)N1CCOCC1 (configuration not stated),0.0,-1,-13,-6,0.1,0,-5,9
C[C@@H]1CN([C@H](C)CO)C(=O)c2cc(NC(=O)Nc3ccc(F)cc3)ccc2O[C@@H]1CN(C)C(=O)Nc1cccc2ccccc12,0.1,0,-17,-3,0.2,6,3,3
